Screening results (PubChem BioAssay)
SENP8 block-1 – SENP8 protease inhibitors, primary screen, biochemical, luminescence; Sentrin-specific protease 8 (Homo sapiens), Q96LD8; purified SENP8, Z-RLRGG-aminoluciferin cleavage; inhibition, % at 10 µM; 1.2% of 330,000 active; AID 2540, 2010; in the data active = inhibition above about 50%
Target sequence (Q96LD8 whole entry, looked up): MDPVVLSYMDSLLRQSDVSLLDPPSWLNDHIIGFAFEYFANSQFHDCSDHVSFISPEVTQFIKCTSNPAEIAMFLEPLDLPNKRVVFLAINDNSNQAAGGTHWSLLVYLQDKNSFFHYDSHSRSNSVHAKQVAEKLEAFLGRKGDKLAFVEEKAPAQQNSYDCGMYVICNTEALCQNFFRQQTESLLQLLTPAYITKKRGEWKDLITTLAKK
PfGluPho inh – PfG6PD enzyme inhibitors, primary screen, biochemical, fluorescence intensity, uHTS. glucose-6-phosphate dehydrogenase-6-phosphogluconolactonase (Plasmodium falciparum 3D7). PfGluPho enzyme, NADPH resazurin-diaphorase fluorescence. inhibition, % at 20 µM. 0.78% of 350,000 active. AID 504690, 2011;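 active = inhibition reaching at least a set limit at 20 µM in the primary screen, cut at about 59% in these data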;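 note: 0% = DMSO wells with substrate and 100% = DMSO wells lacking glucose-6-phosphate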
UBC13 polyUb – UBC13 polyubiquitin chain formation inhibitors, primary screen, biochemical, TR-FRET, uHTS. Ubiquitin-conjugating enzyme E2 N (Homo sapiens), P61088. inhibition, % at 20 µM. 0.47% of 330,000 active; in the data active = inhibition above about 45%, passing the limit was not always enough
Target sequence (P61088 whole entry, looked up): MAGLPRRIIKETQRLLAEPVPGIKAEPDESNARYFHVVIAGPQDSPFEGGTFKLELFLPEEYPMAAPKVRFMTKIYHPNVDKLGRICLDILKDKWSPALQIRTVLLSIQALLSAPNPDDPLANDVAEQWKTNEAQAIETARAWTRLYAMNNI
beta cell repl – inducers of MIN6 beta-cell proliferation, primary screen, ATP luminescence, uHTS; 0.29% of 330,000 active; MIN6 cells proliferation, ATPlite luminescence, 48 h; cells starved in 0.2% serum; 100% = growth in 10% serum; proliferation, % at 10 µM;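 active = compounds whose signal lies at least 3.5 SD above the mean of all wells on their plate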;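 note: 0% = DMSO-treated cells in low-serum medium and 100% = 10% serum control; some compounds called inactive have numbers as strong as hits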
SENP8 block-2 – human SENP8 protease inhibitors, primary screen, biochemical, fluorescence, Nedd8 protein substrate, uHTS; Sentrin-specific protease 8 (Homo sapiens), Q96LD8; AID 602440, 2012; recombinant SENP8; 0.64% of 360,000 active; inhibition, % at 20 µM; in the data active = inhibition mostly above about 40%, no sharp cut-off; inactive = mostly below about 27%
SENP6 inh – SENP6 protease inhibitors, primary screen, biochemical, luminescence, uHTS | Sentrin-specific protease 6 (Homo sapiens), Q9GZR1 | inhibition, % at 10 µM | Recombinant SENP6 catalytic domain, aminoluciferin luminescence | 1.8% of 330,000 active | AID 2599, 2010;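 active = inhibition above about 50% at the single tested dose, limit read from the data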;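 note: plate controls were DMSO wells with enzyme for no effect and DMSO wells lacking enzyme for full effect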
Target sequence (Q9GZR1 628-1112 limits assumed): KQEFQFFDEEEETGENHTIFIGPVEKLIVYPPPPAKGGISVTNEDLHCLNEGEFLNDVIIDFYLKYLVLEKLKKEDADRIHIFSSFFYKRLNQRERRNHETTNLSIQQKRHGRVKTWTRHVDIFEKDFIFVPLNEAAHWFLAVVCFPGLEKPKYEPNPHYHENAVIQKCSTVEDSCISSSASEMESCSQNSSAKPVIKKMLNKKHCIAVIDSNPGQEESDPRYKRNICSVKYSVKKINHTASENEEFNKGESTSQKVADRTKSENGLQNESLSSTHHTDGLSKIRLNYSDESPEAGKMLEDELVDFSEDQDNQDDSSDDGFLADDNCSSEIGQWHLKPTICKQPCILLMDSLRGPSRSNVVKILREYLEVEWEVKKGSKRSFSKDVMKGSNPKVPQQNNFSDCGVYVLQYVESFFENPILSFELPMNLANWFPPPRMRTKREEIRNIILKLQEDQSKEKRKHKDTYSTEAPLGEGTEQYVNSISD
SENP1 FRET inh – human SENP1 catalytic domain inhibitors, primary screen, biochemical, FRET, uHTS; recombinant SENP1 catalytic domain, CyPet-SUMO1-YPet FRET cleavage; Sentrin-specific protease 1 (Homo sapiens), Q9P0U3; inhibition, % at 10 µM; 0.21% of 360,000 active;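 active = inhibition at least 30% at 10 µM, raw YFP signal under a set limit, fluorescence ratio 0.5 to 1.5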;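 note: 0% = enzyme with DMSO and 100% = no enzyme wells; some results filed as inactive read as strong as hits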
Target sequence (Q9P0U3 419-644 limits assumed): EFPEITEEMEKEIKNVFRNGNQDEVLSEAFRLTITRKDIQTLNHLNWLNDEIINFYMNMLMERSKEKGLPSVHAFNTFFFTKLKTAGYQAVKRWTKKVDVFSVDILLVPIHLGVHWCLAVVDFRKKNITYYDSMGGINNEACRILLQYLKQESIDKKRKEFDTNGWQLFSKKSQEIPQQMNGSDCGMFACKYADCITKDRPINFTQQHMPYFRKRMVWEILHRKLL
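Test system: hSENP1 catalytic domain, recombinant; Amount: 20 pM final SENP1 enzyme; Medium: Tris pH 8 buffer plus EDTA, NaCl, BME, BSA, NP40, catalase; Schedule: 50 min enzyme reaction, room temperature, light-protected; Technique: FRET fluorescence in CFP and YFP emission channels; Controls: no-enzyme wells low, DMSO-plus-enzyme wells high control.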
SENP7 block – SENP7 protease inhibitors, primary screen, biochemical, luminescence, uHTS | recombinant SENP7, Z-RLRGG-aminoluciferin luminescence, 40 min | inhibition, % at 5 µM | 1.5% of 330,000 active;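 active = inhibition above about 50% at the single test dose, limit read from the data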;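 note: plate controls were DMSO with enzyme for no effect and no enzyme buffer wells for full effect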
HKDC1 inh – HKDC1 hexokinase inhibitors, primary screen, biochemical, fluorescence, uHTS; recombinant HKDC1, G6PDH/diaphorase resazurin coupled fluorescence; Q2TB90; inhibition, % at 20 µM; 0.16% of 340,000 active; AID 493160, 2011;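 active = inhibition above about 35% when tested at 20 µM, limit read from the data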;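 note: plate controls were DMSO wells with enzyme for no effect and DMSO wells lacking enzyme for full effect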
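Test system: HK5 enzyme. Quantity: 5 µg/mL HK5 final. Reagent: glucose and ATP substrates. Schedule: 90 min reaction incubation at room temperature, dark. Technique: resazurin-to-resorufin fluorescence via G6PDH and diaphorase coupling, 525/613 nm. Control set: DMSO wells with and without enzyme mix.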
Active calls of the source: *; / = not tested or not shown.

Start of the listing, in advance (six entries):
SMILES	SENP8 block-1	PfGluPho inh	UBC13 polyUb	beta cell repl	SENP8 block-2	SENP6 inh	SENP1 FRET inh	SENP7 block	HKDC1 inh
Cc1ccc2nc(-c3ccncc3)c(NC3CCCCC3)n2c1	-2.1	-8.4	37.5	-1.3	-372.9	-5.2	-25.4	4.0	-2.8
C[C@H]1CN([C@@H](C)CO)C(=O)c2cc(NS(=O)(=O)c3ccc(Cl)cc3)ccc2O[C@@H]1CN(C)CC1CCCCC1	3.3	10.8	10.0	-2.9	-7.0	6.2	-2.6	-2.5	-1.4
Cc1nc(C(=O)Nc2ccccc2)sc1C(=O)Nc1ccccc1	25.6	22.1	-0.7	-0.1	26.5	35.9	3.1	22.1	4.3
CCc1c(C)nc2ncnn2c1N1CCC(C(=O)Nc2ccc(C)cc2)CC1	-1.5	-1.4	5.6	-0.6	-6.6	-1.6	2.4	-0.8	7.9
O=C(c1ccco1)N1CCC(c2nc3c(nnn3Cc3ccccc3Cl)c(=O)[nH]2)CC1	10.9	5.7	1.6	0.0	5.2	3.4	-1.2	-5.8	-1.3
CCCCOc1ccc(C(=O)N/C(=C\c2ccc(OC)cc2)C(=O)OCc2ccco2)cc1	-0.5	9.3	-13.6	-2.7	8.1	-22.5	-5.4	0.9	0.2

This part in full, repeating the preview:
SMILES	SENP8 block-1	PfGluPho inh	UBC13 polyUb	beta cell repl	SENP8 block-2	SENP6 inh	SENP1 FRET inh	SENP7 block	HKDC1 inh
Cc1ccc2nc(-c3ccncc3)c(NC3CCCCC3)n2c1	-2.1	-8.4	37.5	-1.3	-372.9	-5.2	-25.4	4.0	-2.8
C[C@H]1CN([C@@H](C)CO)C(=O)c2cc(NS(=O)(=O)c3ccc(Cl)cc3)ccc2O[C@@H]1CN(C)CC1CCCCC1	3.3	10.8	10.0	-2.9	-7.0	6.2	-2.6	-2.5	-1.4
Cc1nc(C(=O)Nc2ccccc2)sc1C(=O)Nc1ccccc1	25.6	22.1	-0.7	-0.1	26.5	35.9	3.1	22.1	4.3
CCc1c(C)nc2ncnn2c1N1CCC(C(=O)Nc2ccc(C)cc2)CC1	-1.5	-1.4	5.6	-0.6	-6.6	-1.6	2.4	-0.8	7.9
O=C(c1ccco1)N1CCC(c2nc3c(nnn3Cc3ccccc3Cl)c(=O)[nH]2)CC1	10.9	5.7	1.6	0.0	5.2	3.4	-1.2	-5.8	-1.3
CCCCOc1ccc(C(=O)N/C(=C\c2ccc(OC)cc2)C(=O)OCc2ccco2)cc1	-0.5	9.3	-13.6	-2.7	8.1	-22.5	-5.4	0.9	0.2
CCN(CC)CCCn1c2c(c(SCC(=O)Nc3nc(C)cs3)nc1=O)CCC2	-2.1	2.1	-3.1	4.6	1.9	-9.7	-0.1	1.1	-3.8
CNc1nc2sc3c(c2c(=O)n1C)CC(C)(C)SC3	-7.2	7.2	-0.3	-2.1	-400.0	-15.0	16.3	-11.1	0.6
CCCCCNC(=O)c1cccnc1SCC(=O)Nc1ccccc1OC	0.9	10.7	3.5	-1.8	10.0	9.2	-0.5	-0.4	-6.5
Cn1c(N)c(C(=O)COC(=O)CCC2CCCCC2)c(=O)n(C)c1=O	-8.8	0.6	-3.1	-0.8	9.8	-20.8	0.5	-9.5	8.2
O=C(c1ccccc1)N1CCN(C(=O)c2nn3c(C(F)(F)F)cc(-c4ccco4)nc3c2Cl)CC1	5.9	7.9	-1.7	6.2	-32.0	14.4	-12.1	-2.5	-3.2
O=C(Nc1n[nH]c(C2CCCCC2)n1)C1CCCCC1	-8.3	10.0	9.9	-1.5	12.9	-4.7	3.4	9.2	10.3
O=C(NCC(c1ccco1)N1CCN(c2ccccc2F)CC1)OCc1ccccc1 (stereo not given)	-10.5	5.0	-1.4	-3.5	8.8	-3.6	-2.1	-6.3	-17.9
CC(C)CNC(=O)COC(=O)c1cc(S(=O)(=O)N(C)C)ccc1N1CCCC1	7.2	-8.7	-1.4	3.9	2.6	13.4	2.0	0.5	2.1
Cc1cc(CCNC=O)c(C)c2c1oc1ccccc12	/	14.2	/	/	12.5	/	-1.9	/	0.7
Cc1ccc(S(=O)(=O)c2nc(C(C)(C)C)oc2N2CCOCC2)cc1	-3.9	-9.2	-13.3	-2.5	6.7	-8.0	2.8	-5.4	-13.6
CCOC(=O)N/N=C/c1c(F)cccc1F	-14.6	1.4	2.7	-1.1	8.9	-35.8	1.6	-5.9	-9.8
CC(=O)c1cccc(CN2CCCCC2C(=O)Nc2ccc(Oc3ccccc3)nc2)c1 (stereo not given)	7.6	0.6	-0.4	-3.3	-2.6	-5.8	-6.4	0.1	7.7
CCOC(=O)C1(CCCc2ccccc2)CCN(S(=O)(=O)N(C)C)CC1	3.7	11.6	2.3	-0.5	15.3	-0.5	2.0	-1.4	-2.2
Cc1c(NC(=O)Nc2c(Cl)cccc2Cl)c(=O)n(-c2ccccc2)n1C	4.8	-12.1	1.5	-0.7	16.4	-7.7	-3.9	12.1	-7.1
C=CCNc1cc(N2CCCC2)ccc1[N+](=O)[O-]	-8.6	0.8	-41.0	2.0	35.1	-9.5	2.5	-7.2	5.7
CCOc1cc(/C=N/NC(=O)C(=O)Nc2cc(Cl)ccc2C)ccc1O	-1.9	-1.6	1.1	-2.7	-46.4	2.6	2.4	5.1	-1.6
Cc1cc(NC(=O)NN2CCOCC2)nn1-c1c(Cl)cc(Cl)cc1Cl	-12.1	7.3	0.4	-0.1	9.7	-49.9	0.8	-9.2	-5.9
CCOc1cc2[nH]c(=O)n(CCC(=O)NCCc3ccc(OC)c(OC)c3)c(=O)c2cc1OCC	-6.0	13.8	-6.4	-3.9	-47.1	-9.5	0.7	-3.9	0.4

Full records, quoted from the list. Order of values: SENP8 block-1 | PfGluPho inh | UBC13 polyUb | beta cell repl | SENP8 block-2 | SENP6 inh | SENP1 FRET inh | SENP7 block | HKDC1 inh
Shown for C=CCNc1cc(N2CCCC2)ccc1[N+](=O)[O-] = -8.6 | 0.8 | -41.0 | 2.0 | 35.1 | -9.5 | 2.5 | -7.2 | 5.7
Shown for Cc1c(NC(=O)Nc2c(Cl)cccc2Cl)c(=O)n(-c2ccccc2)n1C = 4.8 | -12.1 | 1.5 | -0.7 | 16.4 | -7.7 | -3.9 | 12.1 | -7.1

Further records follow.
SMILES	SENP8 block-1	PfGluPho inh	UBC13 polyUb	beta cell repl	SENP8 block-2	SENP6 inh	SENP1 FRET inh	SENP7 block	HKDC1 inh
CC1(C)C2CCC1(CS(=O)(=O)N1CCCc3ccccc31)C(=O)C2 (stereo not given)	-10.4	-10.8	4.1	2.1	23.3	-21.8	0.7	-4.8	-1.2
COc1cc2ncc(C(=O)c3ccccc3)c(N3CCN(Cc4ccccc4)CC3)c2cc1OC	-13.4	-1.4	-3.9	-5.3	0.3	-4.1	-11.8	2.8	7.3
OC(C#CCN1CCCC1)(c1ccccc1)c1cccnc1 (stereo not given)	-6.0	28.6	0.6	-1.5	16.3	4.1	-2.5	4.3	0.8
COC(=O)c1ccc(NC(=O)CCN2C(=O)C3C4CCC(C4)C3C2=O)cc1 (stereo not given)	3.7	15.6	-1.3	0.9	5.2	-6.0	1.5	5.1	-3.5
O=C(C1CCN(Cc2ccc(F)cc2)CC1)N(CCc1ccccc1)Cc1ccccc1	-5.8	-7.7	6.7	-3.4	16.9	-13.3	3.1	1.1	-0.5
O=C(CC1C(=O)NCCN1CC1CCCCC1)NCc1ccc(F)cc1 (stereo not given)	-6.0	8.0	1.1	1.1	-45.4	-2.9	-6.8	1.5	-6.8
O=C(CN(C(=O)c1csnn1)c1cccc(Cl)c1)NC1CCCCC1	8.0	-4.3	2.8	-2.1	1.6	39.3	-0.1	2.6	-3.8
CC(/C=C/C=C/c1ccccc1)=N/NC(=O)C(O)c1ccccc1 (stereo not given)	-14.6	-3.0	-13.6	3.1	2.7	-21.2	-1.9	2.0	0.4
CCOc1ncccc1C(=O)OCC(=O)N(CC(C)C)c1c(N)n(Cc2ccccc2)c(=O)[nH]c1=O	-5.1	5.7	2.6	4.1	2.0	-14.1	-1.2	-15.8	-1.8
CS(=O)(=O)N(CC(=O)N1CCCC1)c1cc(C(F)(F)F)ccc1Cl	-8.0	4.8	9.5	3.4	11.8	-38.2	-0.3	-11.4	-5.9
COC(=O)c1nn(-c2ccccc2)c(Sc2ccc(C)cc2)c1/C=N/O	/	-2.7	/	/	13.9	/	-0.1	/	-5.4
COc1ccc(/C=C(/NC(=O)c2ccc(OC)cc2)C(=O)NCCc2c[nH]c3ccccc23)cc1	1.8	7.1	6.6	-2.7	10.7	-20.5	1.5	1.7	14.9
CCN1CCN(c2ccc(NC(=O)c3ccc(Cl)c(N4CCCC4=O)c3)cc2)CC1	3.0	-2.0	2.1	-0.5	3.9	2.3	0.3	2.0	-1.7
Cc1ccc(-c2nc(NC(=O)c3cc(C(C)(C)C)nn3C)sc2C)cc1Cl	5.5	9.6	19.1	-4.1	-51.6	-6.9	-2.7	-0.2	-9.0
CCC(C)C(=O)Nc1cccc(SC)c1 (stereo not given)	-1.1	/	6.4	-0.7	/	-11.9	/	6.0	/
O=C(N/N=C/c1cccc2ccccc12)c1cccnc1	1.1	6.2	-11.2	-2.6	1.7	7.4	-0.6	4.0	-3.2
CN(C)c1ncc(C(=O)O)cn1	-10.6	-18.0	-5.1	0.1	-17.7	-5.0	0.2	-10.2	-7.7
CC(=O)N[C@@H](C)C(=O)N1CCN(S(=O)(=O)c2ccc(Cl)cc2)CC1	5.6	-0.4	-3.1	0.0	1.7	-4.9	3.4	1.1	5.2
Nc1nnnn1CC(=O)N/N=C/c1cc([N+](=O)[O-])ccc1Cl	-4.9	-1.6	5.8	-2.9	4.0	17.5	-0.2	3.6	9.0
COC(=O)c1sccc1NC(=O)c1ccc(OC)c([N+](=O)[O-])c1	-3.1	10.2	-10.1	0.8	9.1	-23.4	4.4	-9.2	-3.7
CCc1sc(NC(=O)CN2CCOCC2)nc1-c1ccccc1	1.8	18.5	-2.1	-1.4	-4.2	-1.7	-1.9	6.0	-10.5
CC(C)(C)C1CCC(N2CCN(c3ccccc3)CC2)CC1 (stereo not given)	-10.5	2.7	-5.8	1.5	20.9	-6.3	0.2	-13.4	6.0
CC(=O)C1CCC2C3CC=C4N(C)C(=O)CCC4(C)C3CCC12C (stereo not given)	/	0.3	/	/	15.7	/	1.6	/	-6.5
CCn1c(=O)c(C(=O)Nc2ccccc2)c(O)c2ccccc21	-16.3	-21.9	12.0	0.8	-1.0	5.4	2.5	4.4	-8.4
CC1=CC(=C(C#N)C#N)C=C(C)N1Cc1ccccc1	-1.3	-5.4	-1.0	-0.7	3.5	-1.0	1.7	-5.3	-4.7
COc1cccc(-c2n[nH]c(=S)n2Cc2ccco2)c1	-11.3	17.5	2.2	-1.2	-42.5	-6.6	-2.3	-8.5	0.0
O=C(NC1CC2CCCC(C1)N2C(=S)NCCc1ccccc1)C1CC1 (stereo not given)	4.0	-4.9	4.2	-0.1	-80.9	-4.2	0.7	0.0	-10.3
O=C(NCCNC(=O)c1ccc([N+](=O)[O-])cc1)c1ccncc1	-5.4	-1.3	-0.5	0.3	1.0	-0.6	-1.2	-5.7	-8.9
